CHO-K1 Ca PAM = nonselective calcium activators in parental CHO-K1 cells, primary screen, counter-screen for M1 PAM project, cell-based, Fluo-8 calcium fluorescence, full deck, 1536-well. activation, % at 3 µM. AID 602247, 2012. ATP EC20; 0% at ATP EC20, 100% at ATP max. 0.02% of 360,000 active;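 active = activation above the run cutoff, the mean activation of all test compounds plus 3 SD, cut at about 40% in these data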;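 note: peak over basal fluorescence ratio in a 140 s read after ATP addition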
M5 PAM = human M5 muscarinic receptor positive allosteric modulators, primary screen, CHO-K1 cells, Fluo-8 calcium fluorescence. 0.3% of 360,000 active. CHO-K1 hM5, ACh EC20 PAM; 0% = ACh EC20, 100% = ACh EC100. AID 624038, 2012. activation, % at 3 µM;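 active = activation above the run cutoff, the mean activation of all test compounds plus 3 SD, cut at about 18% in these data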
Target sequence (P08912 whole entry, looked up): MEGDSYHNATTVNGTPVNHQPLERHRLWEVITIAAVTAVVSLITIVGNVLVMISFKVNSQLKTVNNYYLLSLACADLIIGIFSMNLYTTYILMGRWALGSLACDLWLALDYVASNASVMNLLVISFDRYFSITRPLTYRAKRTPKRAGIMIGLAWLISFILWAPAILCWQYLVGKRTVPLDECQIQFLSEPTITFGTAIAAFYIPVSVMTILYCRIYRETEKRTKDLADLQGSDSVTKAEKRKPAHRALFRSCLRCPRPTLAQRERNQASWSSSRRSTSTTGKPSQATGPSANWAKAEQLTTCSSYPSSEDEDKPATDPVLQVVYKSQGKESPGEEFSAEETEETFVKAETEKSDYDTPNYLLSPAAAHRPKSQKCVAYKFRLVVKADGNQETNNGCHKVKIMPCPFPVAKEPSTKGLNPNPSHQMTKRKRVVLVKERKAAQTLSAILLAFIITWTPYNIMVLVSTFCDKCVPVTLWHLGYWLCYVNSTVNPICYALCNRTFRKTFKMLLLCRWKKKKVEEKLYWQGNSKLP
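system = human M5 receptor in CHO-K1 cells | reagent = EC20 acetylcholine as agonist stimulus | compound dosing = single-point, 3 µM nominal | incubation = Fluo-8 loading 80 min at 37 °C plus 30 min room temperature | detection = Fluo-8 calcium dye fluorescence, kinetic read | benchmarks = low control EC20 acetylcholine (0%), high control EC100 acetylcholine (100%)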
M5 ag = human M5 muscarinic receptor agonists, primary screen, CHO-K1 cells, Fluo-8 calcium fluorescence. Muscarinic acetylcholine receptor M5 (Homo sapiens), P08912. CHO-K1 hM5 cells; 0% DMSO wells, 100% maximal acetylcholine response. activation, % at 3 µM. 0.19% of 360,000 active. AID 624037, 2012;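 active = activation above the run's mean over test compounds plus 3 SD, cut at about 23% in these data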;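 note: signal is peak over basal fluorescence ratio across the kinetic read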
CHO-K1 Ca ag = counter-screen for M1 agonists: effect in parental CHO-K1 cells; Fluo-8 calcium fluorescence; scaled to maximal ATP response, vehicle zero; activation, % at 3 µM; 0.48% of 360,000 active; AID 602248, 2012; in the data active = activation above about 15%;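 note: untransfected CHO-K1 host cells lacking M1 receptor as counterscreen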
CHRM4 antagonist = human M4 muscarinic receptor antagonists, primary screen, CHO cells, Fluo-8 calcium fluorescence; CHO-hM4 cells, ACh EC80; inhibition, % at 3 µM; 0.73% of 360,000 active; AID 624125, 2012;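 active = inhibition above its plate's cutoff, the mean inhibition of sample wells plus 3 SD, cut at about 27% in these data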;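 note: 0% = acetylcholine EC80 with DMSO and 100% = DMSO without agonist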
Target sequence (P08173 whole entry, looked up): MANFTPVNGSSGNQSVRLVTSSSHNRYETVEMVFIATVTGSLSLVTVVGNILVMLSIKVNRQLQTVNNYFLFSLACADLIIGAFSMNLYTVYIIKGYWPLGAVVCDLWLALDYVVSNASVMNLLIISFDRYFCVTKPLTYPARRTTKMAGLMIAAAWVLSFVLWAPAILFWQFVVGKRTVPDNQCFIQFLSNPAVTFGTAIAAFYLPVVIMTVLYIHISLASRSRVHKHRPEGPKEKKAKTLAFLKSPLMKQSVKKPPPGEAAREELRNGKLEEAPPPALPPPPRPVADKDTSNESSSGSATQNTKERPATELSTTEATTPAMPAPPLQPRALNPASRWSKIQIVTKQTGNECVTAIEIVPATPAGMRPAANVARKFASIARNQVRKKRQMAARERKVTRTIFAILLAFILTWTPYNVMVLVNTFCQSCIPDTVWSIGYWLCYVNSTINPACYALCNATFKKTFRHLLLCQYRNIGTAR
CHRM4 agonist = human M4 muscarinic receptor agonists, primary screen, CHO-K1 cells, Fluo-8 calcium fluorescence | CHO-K1 hM4/Gqi5; vehicle 0%, full acetylcholine response 100% | Muscarinic acetylcholine receptor M4 (Homo sapiens), P08173 | 0.14% of 360,000 active | activation, % at 3 µM;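 active = activation above the run mean over all test wells plus 3 SD, cut at about 32% in these data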;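 note: peak over basal fluorescence ratio per well then scaled between controls; 0% = DMSO wells and 100% = acetylcholine at EC100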
CHRM5 antagonist = human M5 muscarinic receptor antagonists, primary screen, CHO cells, Fluo-8 calcium fluorescence. Muscarinic acetylcholine receptor M5 (Homo sapiens), P08912. AID 624040, 2012. inhibition, % at 3 µM. 0.59% of 360,000 active. CHO-hM5 cells, ACh EC80;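 active = inhibition above a per-plate cutoff, the mean of that plate's test compounds plus 3 SD, cut at about 27% in these data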;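 note: 0% = acetylcholine EC80 with DMSO and 100% = DMSO without agonist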
CHRM4 PAM = human M4 muscarinic receptor positive allosteric modulators, primary screen, CHO-K1 cells, Fluo-8 calcium fluorescence; CHO-K1 hM4/Gqi5, ACh EC20; 0% = ACh EC20, 100% = maximal ACh; AID 624126, 2012; 0.4% of 360,000 active; activation, % at 3 µM;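 active = activation above its plate's cutoff, the mean activation of sample wells plus 3 SD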; note: some results filed as inactive read as strong as hits
CHO-K1 Ca antag = counter-screen for M1 antagonists: effect in parental CHO-K1 cells; inhibition, % at 3 µM; 0.6% of 360,000 active; AID 602250; ATP-induced calcium, Fluo-8 fluorescence;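 active = inhibition above a per-plate cutoff, the plate's mean sample inhibition plus 3 SD, cut at about 24% in these data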;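 note: 0% = DMSO plus EC80 ATP and 100% = DMSO alone without ATP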
The depositor's hits bear a star.

S=C(CN1CCCC1=S)NCCc1ccccc1 was read as CHO-K1 Ca PAM 10, M5 PAM 4, M5 ag -5, CHO-K1 Ca ag 0.7, CHRM4 antagonist -13, CHRM4 agonist 1, CHRM5 antagonist 11, CHRM4 PAM 11 and CHO-K1 Ca antag -9.
`Cc1cc(C(=O)Nc2ccc(F)cc2)c2ccccc2n1` gave CHO-K1 Ca PAM 10, M5 PAM -3, M5 ag -3, CHO-K1 Ca ag 1.3, CHRM4 antagonist 3, CHRM4 agonist 3, CHRM5 antagonist 2, CHRM4 PAM 0 and CHO-K1 Ca antag -5.
Cc1ccc(NC(=O)CSc2ccc(-c3cccnc3)nn2)cc1Cl was read as CHO-K1 Ca PAM 4, M5 PAM -4, M5 ag -3, CHO-K1 Ca ag 5.7, CHRM4 antagonist -2, CHRM4 agonist 8, CHRM5 antagonist 5, CHRM4 PAM -9 and CHO-K1 Ca antag -3.
Cc1cc(C(=O)N2CCN(CCc3ccccc3)CC2)no1 was read as CHO-K1 Ca PAM 0, M5 PAM -22, M5 ag 0, CHO-K1 Ca ag 3.4, CHRM4 antagonist 9, CHRM4 agonist 8, CHRM5 antagonist 21, CHRM4 PAM -16 and CHO-K1 Ca antag 2.
For Cc1ccc2nc(NCC(=O)O)nc(-c3ccccc3)c2c1 the results were CHO-K1 Ca PAM 0, M5 PAM 4, M5 ag -3, CHO-K1 Ca ag 0.6, CHRM4 antagonist 10, CHRM4 agonist 1, CHRM5 antagonist 4, CHRM4 PAM -2 and CHO-K1 Ca antag 1.
CNC(=O)c1c(NC(=O)c2cccc(N3C(=O)CCC3=O)c2)sc2c1CCC2 was read as CHO-K1 Ca PAM 21, M5 PAM -2, M5 ag 1, CHO-K1 Ca ag 2.1, CHRM4 antagonist -17, CHRM4 agonist 3, CHRM5 antagonist 2, CHRM4 PAM -4 and CHO-K1 Ca antag -14.
`O=C(O)COc1ccccc1/C=N/NC(=O)CNC(=O)c1ccc(F)cc1` gave CHO-K1 Ca PAM 22, M5 PAM 2, M5 ag -1, CHO-K1 Ca ag 0.8, CHRM4 antagonist 1, CHRM4 agonist 1, CHRM5 antagonist 7, CHRM4 PAM -4 and CHO-K1 Ca antag -18.
`Cc1ccc(NC(=O)N/C=C/c2ccco2)c(C)c1` gave CHO-K1 Ca PAM -6, M5 PAM 7, M5 ag 3, CHO-K1 Ca ag -0.1, CHRM4 antagonist -2, CHRM4 agonist 0, CHRM5 antagonist 2, CHRM4 PAM 6 and CHO-K1 Ca antag 3.
Screening C[C@H](NC(=O)OC(C)(C)C)C(=O)NCC1CCC(C(=O)O)CC1 (some centres not stated) returned CHO-K1 Ca PAM 1, M5 PAM 3, M5 ag -4, CHO-K1 Ca ag 0.3, CHRM4 antagonist 6, CHRM4 agonist 0, CHRM5 antagonist 7, CHRM4 PAM -1 and CHO-K1 Ca antag -13.
`CC1(C)CC(=O)C(C2=NC3(CCCCC3)Cc3ccccc32)=C(O)C1` gave CHO-K1 Ca PAM 17, M5 PAM -6, M5 ag -2, CHO-K1 Ca ag -0.3, CHRM4 antagonist 9, CHRM4 agonist 0, CHRM5 antagonist 1, CHRM4 PAM -2 and CHO-K1 Ca antag -11.
For Cc1nc2ccccc2n1CCc1nc2c3ccccc3nc(SCC(=O)NCc3ccco3)n2n1 the results were CHO-K1 Ca PAM 21, M5 PAM -14, M5 ag 2, CHO-K1 Ca ag 2.8, CHRM4 antagonist -12, CHRM4 agonist 9, CHRM5 antagonist 3, CHRM4 PAM 0 and CHO-K1 Ca antag -9.
Screening CCCOc1c(Br)cc(C(=O)NCC)cc1OC returned CHO-K1 Ca PAM 6, M5 PAM 1, M5 ag -4, CHO-K1 Ca ag -0.3, CHRM4 antagonist -1, CHRM4 agonist 0, CHRM5 antagonist 0, CHRM4 PAM 8 and CHO-K1 Ca antag 0.
`CCOC(=O)c1cc(-c2ccccc2)sc1NC(=S)Nc1cccc(C)n1` gave CHO-K1 Ca PAM 12, M5 PAM 1, M5 ag 0, CHO-K1 Ca ag 1.2, CHRM4 antagonist 7, CHRM4 agonist 0, CHRM5 antagonist 4, CHRM4 PAM 4 and CHO-K1 Ca antag -3.
Cc1[nH]c(=O)[nH]c(=O)c1S(=O)(=O)NCCOC12CC3CC(CC(C3)C1)C2 was read as CHO-K1 Ca PAM 11, M5 PAM 2, M5 ag -2, CHO-K1 Ca ag 0.3, CHRM4 antagonist -6, CHRM4 agonist 0, CHRM5 antagonist -5, CHRM4 PAM 8 and CHO-K1 Ca antag 0.
`CCOc1cc(/C=C2\N=C(C)OC2=O)cc(Br)c1OCCc1ccccc1` gave CHO-K1 Ca PAM -6, M5 PAM -5, M5 ag 1, CHO-K1 Ca ag -0.3, CHRM4 antagonist 6, CHRM4 agonist 1, CHRM5 antagonist 5, CHRM4 PAM 3 and CHO-K1 Ca antag 1.
Screening CCOP(=O)(c1c(F)c(F)c(F)c(F)c1F)C1(O)CCCCC1 (configuration not stated) returned CHO-K1 Ca PAM 24, M5 PAM 5, M5 ag -1, CHO-K1 Ca ag 0.7, CHRM4 antagonist 2, CHRM4 agonist 0, CHRM5 antagonist 0, CHRM4 PAM 2 and CHO-K1 Ca antag -15.
`O=C(NCCc1ccccc1)C1CCC(Cn2c(=O)c3ccccc3n(Cc3cccc(F)c3)c2=O)CC1` (configuration not stated) gave CHO-K1 Ca PAM 17, M5 PAM 3, M5 ag 0, CHO-K1 Ca ag -0.2, CHRM4 antagonist -2, CHRM4 agonist 0, CHRM5 antagonist 1, CHRM4 PAM 2 and CHO-K1 Ca antag -6.
`CCNS(=O)(=O)c1ccc(OCCNS(C)(=O)=O)cc1` gave CHO-K1 Ca PAM 12, M5 PAM -1, M5 ag 0, CHO-K1 Ca ag 0.5, CHRM4 antagonist 0, CHRM4 agonist 1, CHRM5 antagonist 3, CHRM4 PAM 8 and CHO-K1 Ca antag 0.
CCN1CCN(c2ccc(Cl)cc2NC(=O)c2ccco2)CC1 was read as CHO-K1 Ca PAM -6, M5 PAM 0, M5 ag -6, CHO-K1 Ca ag 1.0, CHRM4 antagonist -6, CHRM4 agonist 2, CHRM5 antagonist 5, CHRM4 PAM 3 and CHO-K1 Ca antag 2.
COC(=O)c1[nH]c2cccc(OC)c2c1NC(=O)CN(C)CC1OCCO1 was read as CHO-K1 Ca PAM -7, M5 PAM -2, M5 ag 0, CHO-K1 Ca ag 0.1, CHRM4 antagonist 12, CHRM4 agonist 0, CHRM5 antagonist 1, CHRM4 PAM -10 and CHO-K1 Ca antag 24*.
For COc1ccc(OC)c(/C=N/NC(=O)CSc2cc(C)nc3c(OC)cccc23)c1 the results were CHO-K1 Ca PAM 11, M5 PAM 3, M5 ag -1, CHO-K1 Ca ag 2.2, CHRM4 antagonist 5, CHRM4 agonist 6, CHRM5 antagonist -5, CHRM4 PAM -9 and CHO-K1 Ca antag 0.
`O=C(OCc1nnc(-c2ccccc2)o1)c1cc(Cl)ccc1[N+](=O)[O-]` gave CHO-K1 Ca PAM -10, M5 PAM 5, M5 ag -7, CHO-K1 Ca ag 0.0, CHRM4 antagonist -1, CHRM4 agonist 1, CHRM5 antagonist 3, CHRM4 PAM 0 and CHO-K1 Ca antag 0.
`CCc1noc(C)c1C(=O)N(C)CC(=O)Nc1cccc(OC)c1` gave CHO-K1 Ca PAM 15, M5 PAM -9, M5 ag 1, CHO-K1 Ca ag 0.7, CHRM4 antagonist -1, CHRM4 agonist 1, CHRM5 antagonist 4, CHRM4 PAM -2 and CHO-K1 Ca antag -14.
Screening Cc1ccc(/C=C2\SC(=S)N(CC(=O)Nc3cccnc3)C2=O)cc1 returned CHO-K1 Ca PAM 18, M5 PAM -1, M5 ag 1, CHO-K1 Ca ag 1.0, CHRM4 antagonist -8, CHRM4 agonist 1, CHRM5 antagonist -2, CHRM4 PAM -1 and CHO-K1 Ca antag -10.
For COc1ccc(/C=N/NC(=O)c2cccc([N+](=O)[O-])c2)cc1OC(=O)c1ccc(C)cc1 the results were CHO-K1 Ca PAM -21, M5 PAM 57*, M5 ag 0, CHO-K1 Ca ag -0.4, CHRM4 antagonist -4, CHRM4 agonist -1, CHRM5 antagonist -1, CHRM4 PAM 3 and CHO-K1 Ca antag 5.
Screening O=C(N/N=C/c1ccco1)c1ccccc1OCc1ccc(Br)cc1 returned CHO-K1 Ca PAM 36, M5 PAM -8, M5 ag 4, CHO-K1 Ca ag 4.2, CHRM4 antagonist -9, CHRM4 agonist 7, CHRM5 antagonist 10, CHRM4 PAM -1 and CHO-K1 Ca antag -12.
`O=C(Nc1ccc(CN2CCOCC2)cc1)c1cc2ccccc2o1` gave CHO-K1 Ca PAM -10, M5 PAM -7, M5 ag 2, CHO-K1 Ca ag 1.2, CHRM4 antagonist 3, CHRM4 agonist 3, CHRM5 antagonist -2, CHRM4 PAM -4 and CHO-K1 Ca antag 6.
Screening Cc1nc2cccc(C)n2c(=O)c1Cl returned CHO-K1 Ca PAM 20, M5 PAM 4, M5 ag -1, CHO-K1 Ca ag 0.6, CHRM4 antagonist 11, CHRM4 agonist 1, CHRM5 antagonist 2, CHRM4 PAM 1 and CHO-K1 Ca antag -4.
O=C(CCNc1cccc(C(F)(F)F)c1)c1ccco1 was read as CHO-K1 Ca PAM 3, M5 PAM 0, M5 ag -3, CHO-K1 Ca ag 0.4, CHRM4 antagonist 6, CHRM4 agonist -1, CHRM5 antagonist 2, CHRM4 PAM 2 and CHO-K1 Ca antag -17.
`O=C(NN=C1CCCC1)c1cccs1` gave CHO-K1 Ca PAM 31, M5 PAM -3, M5 ag 0, CHO-K1 Ca ag 0.3, CHRM4 antagonist -8, CHRM4 agonist 1, CHRM5 antagonist 1, CHRM4 PAM 6 and CHO-K1 Ca antag -20.
Screening COCc1nnc(NC(=O)c2ccc(S(=O)(=O)N(C)Cc3ccccc3)cc2)o1 returned CHO-K1 Ca PAM 16, M5 PAM 5, M5 ag 1, CHO-K1 Ca ag 2.0, CHRM4 antagonist -1, CHRM4 agonist 2, CHRM5 antagonist -14, CHRM4 PAM -3 and CHO-K1 Ca antag -15.
For CN(Cc1nc(-c2ccc(Cl)cc2)no1)C(=O)c1ccco1 the results were CHO-K1 Ca PAM 8, M5 PAM 0, M5 ag 0, CHO-K1 Ca ag 5.5, CHRM4 antagonist 10, CHRM4 agonist 4, CHRM5 antagonist 6, CHRM4 PAM -6 and CHO-K1 Ca antag -8.
